Screening results deposited in PubChem by The Scripps Research Institute Molecular Screening Center.
TTR transcr act: activators of transthyretin transcription; SH-SY5Y TTR promoter Gaussia luciferase, luminescence; 100% = recombinant luciferase protein wells; activation, % at 16.7 µM; actives 1.3% (n = 92,000);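 active means activation above the mean of all tested compounds plus 3 SD, cut at about 9.5% in these data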;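 further: cells exposed to compounds for one day before reading; 0% = median of all test compound wells on the plate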
Active calls of the source: *. A portion of the library (hit frequency here may not be typical).

TTR transcr act | SMILES
-0.5 | CCC(C)(C)C1CCC2(CC1)NC(=S)N(c1ccccc1)N2 (stereo not drawn)
0.0 | O=C(O)CCC(=O)Nc1ccc(C(=O)OCC(=O)c2ccc(Cl)cc2)cc1
0.8 | CNC(=S)N/N=C(\C)c1ccc(Cl)c(Cl)c1
-2.2 | CC[C@@H]1[C@H]2CCCC(=O)N3CC[C@@H](C[C@@H]1OC(=O)Nc1ccccc1)[C@@H]23
-2.0 | CC(=O)c1c(C)[nH]c(C(=O)COC(=O)C2CC2)c1C
-0.8 | Cc1cc(C)c(NC(=O)c2cccc(NC(=O)c3ccco3)c2)c(C)c1
-1.0 | c1ccc(CNc2ncnc3nc[nH]c23)nc1
-0.7 | CS(=O)(=O)N1CCN(C(=O)c2cccnc2)CC1
0.6 | C=CCn1c(C)cc(C(=O)COC(=O)CCc2cc(OC)c(OC)c(OC)c2)c1C
2.5 | CCC(=O)Nc1ccc(C(=O)OCc2ccccc2)cc1
-1.0 | O=C(CSCc1cccc(Cl)c1)NCc1ccc2c(c1)OCO2
0.0 | Cc1ccc(NC(=O)COC(=O)c2ccc(Cl)cc2)cc1S(=O)(=O)N(C)C
3.4 | COc1ccc(C2CC(O)(c3ccccc3)Oc3cc(OC)c(OC)c(OC)c32)cc1 (stereo not drawn)
-1.6 | CCN(Cc1ccccc1)S(=O)(=O)c1c(C(=O)N2CCCC2)c(C)n(C)c1C
0.1 | CCCCn1c(=S)[nH]c2cc(S(=O)(=O)N3CCOCC3)ccc21
-0.7 | CCCCc1cc(=O)oc2cc(OCC(=O)NCc3ccccn3)ccc12
1.5 | CCCN1CCC(=O)N([C@H](CO)Cc2ccccc2)CC1
1.7 | O=C(O)C(c1ccccc1)N1C(=O)/C(=C\c2ccc(-c3cccc(Cl)c3)o2)SC1=S (stereo not drawn)
-0.6 | CC(C)N(C(=O)CSc1nc(COc2ccccc2)nc2ccccc12)C(C)C
-1.7 | CC1CC1C(=O)Nc1nc2ccc(Cl)cc2s1 (stereo not drawn)
0.2 | O=C(CN1C(=O)/C(=C/c2cccc(Br)c2)SC1=S)NC1=NCCS1
3.3 | O=C(Nc1cccc(Cl)c1Cl)c1csc([C@@H]2O[C@H](CO)[C@@H](O)[C@H]2O)n1
1.6 | O=c1c2c3c(sc2n(CCN2CCCC2)c(=O)n1Cc1ccccc1)CCCCC3
-0.2 | O=C(O)c1ccc(Cn2cc(C(F)(F)F)ccc2=O)cc1
-2.0 | CC(C)CCOc1ccc(-c2c(=O)n(OCc3ccc([N+](=O)[O-])cc3)c3ccccc3[n+]2[O-])cc1
-0.7 | Cc1ccc2[nH]c3c(=O)n(CCCN4CCOCC4)cnc3c2c1
0.1 | Cc1ccc(N2CC(C(=O)N3CCOCC3)CC2=O)cc1C (stereo not drawn)
-0.5 | Cc1cc(NC(=O)C(C)Sc2nc(-c3cccs3)nc3ccccc23)no1 (stereo not drawn)
-1.9 | Cc1cccc(NC(=O)c2cnc3scc(C)n3c2=O)c1
-0.6 | Oc1ccc(CNc2cccnc2)c2cccnc12
-1.2 | O=c1ccc(=O)n(CCc2ccccn2)[nH]1
0.2 | Nc1nc(-c2ccc(F)cc2)cs1
0.3 | Cn1cnnc1SCC(=O)Nc1ncc([N+](=O)[O-])s1
-0.3 | CCN(C(=O)c1c(C)noc1C)c1c(N)n(Cc2ccccc2)c(=O)[nH]c1=O
0.7 | O=C(N=C1SC2CS(=O)(=O)CC2N1c1ccccc1)c1ccccc1 (stereo not drawn)
-1.8 | O=[N+]([O-])c1cc(Cl)ccc1NCCNc1ncc(C(F)(F)F)cc1Cl
1.2 | COC(=O)c1scc(S(=O)(=O)C(C)(C)C)c1-n1cccc1
2.4 | O=C1C=CC(=Nc2ccc3c(c2)Cc2ccccc2-3)O1
4.1 | CCSc1nnc(-c2cccnc2)n1Cc1ccco1
11* | O=C(COC(=O)c1ccccn1)NCCc1ccc(Cl)cc1
1.9 | NC(=O)C(c1ccc(Cl)cc1)c1ccc(Sc2ccccc2)nn1 (stereo not drawn)
0.8 | CC(C)COC(=O)c1ccc(NC(=O)C2C3C=CC(C3)C2C(=O)O)cc1 (stereo not drawn)
-0.8 | COc1ccc(CCNC(=O)CSc2ccc(-c3ccncc3)nn2)cc1
-0.2 | CCc1nc2c(cnn2-c2ccc(Cl)cc2)c(=O)n1-c1ccc(OC)cc1
5.8 | COc1ccc(C(=O)CC(=O)c2ccccc2O)cc1OC
-2.2 | CCOC(=O)c1sc(NC(=O)c2cccc(S(=O)(=O)N3c4ccccc4CC3C)c2)cc1C (stereo not drawn)
-0.8 | CC(=NNC(=O)CCC(=O)Nc1ccccc1Cl)c1ccco1
-3.8 | CC1(C)Cc2ccccc2-c2nnc(SCC(=O)Nc3ccc4c(c3)OCO4)n21
0.7 | Cc1ccc(S(=O)(=O)N2CCCCC2)cc1NC(=O)Cn1cnnn1
-3.0 | COC(=O)[C@@]1(Cc2ccc(F)cc2)[C@H]2c3cc(C(=O)N4CCCC4)n(Cc4ccccc4)c3C[C@H]2CN1C(=O)c1ccccc1
-1.8 | COc1ccc(Cl)cc1NC(=O)CSc1nnc(CN2CCOCC2)n1-c1ccc(Cl)cc1
-1.7 | Cc1cc(NC(=O)c2ccc(Cn3nc(C)c(Br)c3C)o2)no1
-0.6 | Cc1ccc(Nc2ccc(N3CCN(c4ccc([N+](=O)[O-])cc4)CC3)nn2)cc1
-1.2 | O=C(c1ccccc1)c1ccc(N2CCOCC2)c(F)c1
-0.3 | C=CCc1ccc2oc(C(=O)OCC)cc(=O)c2c1O
1.3 | O=C(Cc1ccc(NC(=O)C2CCN(C(=O)c3ccccc3)CC2)cc1)Nc1cccc(C(=O)N2CCCC2)c1
-0.4 | O=C(NNC(=O)c1cccc(S(=O)(=O)N2CCN(c3ccccc3)CC2)c1)c1ccc(Cl)cc1
1.3 | Fc1cccc(C2NC(=S)NC3=C2N2CCC3CC2)c1 (stereo not drawn)
-1.7 | Cc1cc(C)c2c(c1)/C(=c1/sc3n(c1=O)CN(c1ccccc1)CN=3)C(=O)N2
-1.8 | Cc1ccc(C(=O)NC2(C(Cl)Cl)N=C(c3ccccc3)N=C2N)cc1 (stereo not drawn)

Part of the list above in order of SMILES length, ascending:
TTR transcr act | SMILES
-1.2 | O=C(c1ccccc1)c1ccc(N2CCOCC2)c(F)c1
2.4 | O=C1C=CC(=Nc2ccc3c(c2)Cc2ccccc2-3)O1
1.9 | NC(=O)C(c1ccc(Cl)cc1)c1ccc(Sc2ccccc2)nn1 (stereo not drawn)
-1.8 | Cc1ccc(C(=O)NC2(C(Cl)Cl)N=C(c3ccccc3)N=C2N)cc1 (stereo not drawn)

The main list resumes with the 4 entries that preceded the break.
TTR transcr act | SMILES
-0.4 | O=C(NNC(=O)c1cccc(S(=O)(=O)N2CCN(c3ccccc3)CC2)c1)c1ccc(Cl)cc1
1.3 | Fc1cccc(C2NC(=S)NC3=C2N2CCC3CC2)c1 (stereo not drawn)
-1.7 | Cc1cc(C)c2c(c1)/C(=c1/sc3n(c1=O)CN(c1ccccc1)CN=3)C(=O)N2
-1.8 | Cc1ccc(C(=O)NC2(C(Cl)Cl)N=C(c3ccccc3)N=C2N)cc1 (stereo not drawn)
-1.3 | CC(=O)Nc1ccc(S(=O)(=O)N2CCN=C2C)cc1
-1.5 | COc1cccc(C(=O)CSc2nccn2C)c1
-2.0 | Cc1cc(C)c(O)c(C2(O)C(=O)c3ccccc3C2=O)c1
5.0 | Cc1nc(-c2nnc(SCC(=O)Nc3cc(Cl)cc(Cl)c3)n2C)cs1
-1.5 | O=Cc1nc(Nc2cc(F)cc(F)c2)nc(NC2CCCC2)n1
-0.8 | CCc1nnc(SCC(=O)Nc2ccc(F)cc2)o1
-2.4 | C/C(Nc1cccc(F)c1)=C(/C#N)C(N)=O
-3.6 | Cc1nc(CS(=O)(=O)c2ccccc2)cc(N2CCOCC2)n1
-1.2 | O=CC(O)C1OC(=O)C(O)C1O (stereo not drawn)
0.2 | CC(Sc1nc(NC(C)(C)C)nc(N(C)C)n1)C(=O)Nc1ccccc1 (stereo not drawn)
-0.5 | COc1ccc2cc(-c3[nH]ncc3CN3C[C@@H]4CCC[C@H]3C4)ccc2c1
5.6 | O=C(Cn1cnc2ccccc21)NCCCN1CCOCC1
0.1 | CCn1cc(C(=O)N2CCn3c(nc4ccccc43)C2)c(=O)c2ccc(C)nc21
-1.0 | CC(=O)Nc1ccc(N2CCOCC2)c(C(=O)Nc2cccc(C)c2)c1
-0.6 | COC(=O)CNC(=O)C1CCN(S(=O)(=O)c2cccc3nsnc23)CC1
2.2 | CCN(CC(=O)Nc1ccc(NC(C)=O)cc1)C(=O)C1CCN(C(=O)c2ccccc2C)CC1
3.1 | O=C1c2ccccc2C(=O)C12OC(c1ccccc1)C1(C(=O)c3ccccc3C1=O)C2c1cccc([N+](=O)[O-])c1 (stereo not drawn)
-2.7 | O=C(CNC(=O)c1ccc(Br)o1)Nc1cccc(S(=O)(=O)N2CCCC2)c1
0.8 | CCOc1ccc(N(CC(=O)NCCc2ccccc2)C(=O)c2csnn2)cc1
0.9 | COC(=O)/C=C/c1cc(F)ccc1S(=O)(=O)NC(C)(C)C
-1.1 | C=CCc1c(Cl)nc(C)nc1NCc1ccccc1
5.2 | CC(C)C(OC(=O)c1cccs1)C(=O)NCCc1ccccc1 (stereo not drawn)
1.1 | O=S(=O)(Nc1cccc(S(=O)(=O)N2CCCC2)c1)c1ccc(Cl)s1
-2.3 | CCN1C(=O)[C@H]2[C@@H](c3ccc(-c4ccc(Cl)c(Cl)c4)c(OC)c3)N3CCCC[C@@]3(C(=O)OC)[C@H]2C1=O
0.8 | CC(=O)c1ccc(OCc2ccccc2)c(C)c1O
2.0 | CCOc1ccc(N=Cc2c(C)[nH]n(-c3nc4ccccc4[nH]3)c2=O)cc1
2.2 | O=C(NCCCc1ccncc1)C1CCC(=O)N(Cc2cccc(F)c2)C1 (stereo not drawn)
8.4 | O=C(CSc1nnc(NC(=O)C2CCC2)s1)Nc1ccccc1Br
-0.8 | CCN(CC)CCOC(=O)c1ccc(N/C=C(/C#N)c2nc(-c3ccc4c(c3)OCO4)cs2)cc1
3.4 | C[C@H](CO)N1C[C@H](C)[C@@H](CN(C)S(=O)(=O)c2cn(C)cn2)Oc2c(NC(=O)Nc3ccc(C(F)(F)F)cc3)cccc2C1=O
4.8 | Cc1ccc(NC(=S)NCCc2ccc(F)cc2)c(C)c1
-4.5 | N#Cc1nc(COc2ccc(-c3ccccc3)cc2)oc1NCc1cccnc1
-0.6 | Oc1ccc(C[C@H]2CNC(=S)N2CC2CCCN2C[C@H](Cc2ccc(O)cc2)N2C[C@H](Cc3ccccc3)N(CCc3ccccc3)C2=S)cc1 (stereo partly drawn)
3.9 | O=C(O)CC(CC(=O)N1CCN(C(=O)c2ccco2)CC1)c1ccccc1 (stereo not drawn)
0.6 | Cc1ccc(N2C(=O)CSC2=S)cc1C
-4.3 | COc1ccc(N2CCN(S(=O)(=O)c3ccc4c(c3)CCCC4)CC2)c([N+](=O)[O-])c1
-1.9 | CCN(CC)S(=O)(=O)c1cc(NC(=O)CN2CCN(c3ccccn3)CC2)ccc1C
-2.4 | C/C(=N\NC(=O)c1cc2c(s1)CCC(C)C2)c1ccncc1 (stereo not drawn)
1.1 | OC[C@@H]1CCCN1Cc1nc(-c2cccs2)no1
-0.9 | O=C(CSc1ccc2nnc(-c3ccncc3)n2n1)Nc1ccccc1F
2.6 | O=C(Nc1ncn[nH]1)c1ccccc1O
-1.6 | Cc1c(-n2c(SCC(C)C)nc3ccccc3c2=O)c(=O)n(-c2ccccc2)n1C
-1.4 | Cc1ccc(CNC(=O)C2CCC(=O)N(Cc3ccc(Cl)cc3)C2)cc1F (stereo not drawn)
0.1 | O=C1c2cccc3c([N+](=O)[O-])ccc(c23)C(=O)N1CCc1ccccn1
1.1 | CCOC(=O)C1=C(C)N(c2ccc(C)c(C)c2)C(=O)/C1=C\c1ccco1
-1.5 | CCOc1ncccc1C(=O)NNC(=O)c1csc(N2CCOCC2)n1
3.1 | O=C(NCc1ccc(F)cc1)c1ccc2c(c1)S(=O)(=O)c1ccccc1C2=O
1.1 | COc1ccc(/C=N/NC(=O)Cc2csc(Nc3cccc(C(F)(F)F)c3)n2)c(OC)c1
0.3 | CCCOc1ccc(C(=O)NCCO)cc1
-1.0 | Cc1ccc(S(=O)(=O)N2CCC(C(=O)NC3CCCC3)CC2)cc1Cl
2.8 | CC(C)OCP(=O)(c1ccccc1)c1ccccc1
-1.3 | COc1ccc(C(=O)c2sc3nc(C)cc(-c4cccs4)c3c2N)cc1OC
1.2 | Cc1ccccc1C(=O)NC(CC(C)C)C(=O)NN1C(=O)c2ccccc2C1=O (stereo not drawn)
0.8 | COC(=O)CCCNC(=O)CC1C(=O)NCCN1Cc1ccoc1 (stereo not drawn)
-2.6 | CC1(C)O[C@@H]2[C@H](O1)[C@@H](COS(=O)(=O)O)O[C@H]2n1cnc2c(=O)[nH]cnc21
-1.1 | CCOC(=O)N1CCN(C(=O)c2cnn(-c3ccccc3)c2NC(=O)c2ccccc2F)CC1
-1.1 | O=C(c1ccc2nc(N3CCCCC3)sc2c1)N1CCN(c2ccccn2)CC1
3.8 | Cc1ccc(/C=N/c2sc3c(c2C#N)CCC3)o1
1.5 | CCOC(=O)c1c(C)[nH]c(C(=O)CSc2nccc(C)n2)c1C
0.2 | CCC(CC)C(=O)NCCc1cc2ccc(C)cc2[nH]c1=O

Further records follow.
TTR transcr act | SMILES
-1.7 | Cc1ccc(C(=S)NCS(=O)(=O)c2ccc(C)cc2)cc1
-0.3 | CCOC(=O)c1cc(C(C)(C)C)oc1CNC(=O)c1c(C)oc2c1CCCC2
-2.5 | Cc1c(C(=O)OCC(=O)c2c(N)n(CC(C)C)c(=O)n(C)c2=O)oc2ccccc12
-4.0 | N#Cc1ccc(/C=C/C(=O)c2cccnc2)cc1
4.7 | CN(C)CCOC(=O)C1(c2ccccc2)CCOCC1
-0.6 | COc1ccc(S(=O)(=O)N2CCOCC2)cc1C(=O)NCC(c1ccccc1)c1ccccc1
2.1 | Cc1ccc2nc3c(cc(C(=O)NCC4CCCO4)c(=N)n3CCCOC(C)C)c(=O)n2c1 (stereo not drawn)

Part of the list above, with tabs.
Structure	TTR transcr act
COC(=O)/C=C/c1cc(F)ccc1S(=O)(=O)NC(C)(C)C	0.9
C=CCc1c(Cl)nc(C)nc1NCc1ccccc1	-1.1
CC(C)C(OC(=O)c1cccs1)C(=O)NCCc1ccccc1 (stereo not drawn)	5.2
